Source: PubChem (Broad Institute)
IDH1 R132H inh – inhibitors of IDH1 R132H reductase, primary screen, biochemical, plate reader, single point. Isocitrate dehydrogenase [NADP] cytoplasmic (Homo sapiens), O75874. inhibition, % at 10 µM. hit rate 0.18% among 70,000. AID 624101, 2012. diaphorase/resazurin fluorescence, 60 min; in the data active = inhibition above about 34%;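 also: 0% = DMSO and 100% = no enzyme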
EZH2 inh – EZH2/PRC2 methyltransferase inhibitors, primary screen, biochemical, DELFIA time-resolved fluorescence, single point; Histone-lysine N-methyltransferase EZH2 (Homo sapiens), Q15910; PRC2 H3K27 methylation, DELFIA TRF, 1 h; inhibition, % at 12.5 µM; hit rate 0.35% among 57,000;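 active = mean inhibition of replicates at least 50% and every single replicate also reaching 50%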;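 also: dimethyl H3K27 on biotinylated H3 21-44 peptide detected by antibody; plate controls were median neutral control wells for no effect and median positive control wells for full effect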
Target sequence (Q15910 whole entry, looked up): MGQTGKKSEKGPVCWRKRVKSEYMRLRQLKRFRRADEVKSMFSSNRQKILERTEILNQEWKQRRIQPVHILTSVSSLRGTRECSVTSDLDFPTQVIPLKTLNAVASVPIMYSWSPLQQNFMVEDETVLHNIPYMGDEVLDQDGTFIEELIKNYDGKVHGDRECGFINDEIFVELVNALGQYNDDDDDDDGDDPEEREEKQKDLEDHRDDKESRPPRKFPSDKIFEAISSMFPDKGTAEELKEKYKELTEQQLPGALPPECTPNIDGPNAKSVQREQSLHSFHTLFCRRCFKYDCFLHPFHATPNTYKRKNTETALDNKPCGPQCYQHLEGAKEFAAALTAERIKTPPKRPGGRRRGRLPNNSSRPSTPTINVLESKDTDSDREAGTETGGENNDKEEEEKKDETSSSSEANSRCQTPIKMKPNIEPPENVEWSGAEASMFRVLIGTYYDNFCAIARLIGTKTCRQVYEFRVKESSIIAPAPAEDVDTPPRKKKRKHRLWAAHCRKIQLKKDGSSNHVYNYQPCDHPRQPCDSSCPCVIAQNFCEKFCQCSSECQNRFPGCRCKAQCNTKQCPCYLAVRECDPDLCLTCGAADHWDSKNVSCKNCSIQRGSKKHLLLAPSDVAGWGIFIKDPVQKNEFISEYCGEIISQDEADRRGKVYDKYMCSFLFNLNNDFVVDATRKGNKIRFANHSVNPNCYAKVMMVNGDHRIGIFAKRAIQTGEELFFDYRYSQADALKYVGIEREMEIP
Numbers without * were called inactive; / = not tested or not shown. Not all compounds are listed. The share of hits here may be higher or lower than overall.

Value order – IDH1 R132H inh, EZH2 inh
COc1cccc(S(=O)(=O)Nc2ccc3c(c2)[C@@H]2C[C@H](CC(=O)NCCc4ccccc4)O[C@H](CO)[C@@H]2O3)c1
  -0.6, -13.2
Cc1c(Cl)c(C(F)(F)F)nn1CCCNC(=O)Nc1cccc([N+](=O)[O-])c1
  -0.3, 6.6
C[C@@H]1CN([C@H](C)CO)C(=O)c2cc(NC(=O)CCN3CCOCC3)ccc2O[C@H]1CN(C)Cc1ccc2c(c1)OCO2
  /, 9.7
C[C@H](CO)N1C[C@H](C)[C@@H](CN(C)C(=O)C2CCCCC2)Oc2cc(-c3ccccc3)ccc2S1(=O)=O
  /, 8.7
C[C@@H]1CN([C@@H](C)CO)C(=O)c2ccccc2-c2ccccc2CO[C@H]1CN(C)S(C)(=O)=O
  /, 3.2
C[C@H](CO)N1C[C@H](C)[C@@H](CN(C)CC2CC2)Oc2ccc(NS(=O)(=O)c3cn(C)cn3)cc2CC1=O
  1.6, /
O=C(O)C[C@H]1C[C@@H]2c3cc(NC(=O)NC4CCCCC4)ccc3O[C@@H]2[C@@H](CO)O1
  -0.8, -14.9
COc1ccc(NC(=O)Nc2ccc3c(c2)CC(=O)N([C@@H](C)CO)C[C@@H](C)[C@H](CN(C)S(=O)(=O)c2ccc(C)cc2)O3)cc1
  -1.5, /
Cc1ccc(N(CC(=O)O)S(C)(=O)=O)cc1C
  0.3, -6.5
C[C@@H]1CN([C@H](C)CO)C(=O)c2cccc(NS(=O)(=O)c3ccccc3)c2O[C@H]1CN(C)S(=O)(=O)c1ccccc1
  -5.0, /
COc1ccc(NC(=O)N(C)C[C@@H]2Oc3c(cccc3N(C)C)C(=O)N([C@@H](C)CO)C[C@@H]2C)cc1
  -0.4, -4.4
COc1ccc(CN(C)C[C@H]2Oc3ccc(NC(=O)C4CC4)cc3CC(=O)N([C@H](C)CO)C[C@@H]2C)cc1
  2.8, /
CCC(=O)N1CCc2cc(S(=O)(=O)NC(CC(C)C)C(=O)NC3CCCC3)ccc21 (stereo unspecified)
  -2.4, 8.6
C[C@@H]1CN([C@@H](C)CO)C(=O)c2cccc(N(C)C)c2O[C@H]1CN(C)S(=O)(=O)c1ccc(Cl)cc1
  0.4, /
COc1ccc(CCNC(=O)c2cc(-c3cccnc3)nc3c(Cl)cccc23)cc1OC
  -0.1, -25.2

More entries follow:
Value order – IDH1 R132H inh, EZH2 inh
COc1cccc(CNC(=O)C[C@H]2C=C[C@H](NS(=O)(=O)c3ccccc3OC)[C@H](CO)O2)c1
  -0.1, -6.5
COc1ccc(NC(=O)Nc2ccc3c(c2)C(=O)N([C@@H](C)CO)C[C@@H](C)[C@H](CN(C)C(=O)Nc2ccc(C(F)(F)F)cc2)O3)cc1
  4.7, /
COC(=O)c1ccccc1NC(=O)COc1ccc(I)cc1
  0.4, 35.7
C[C@H](CO)N1C[C@H](C)[C@@H](CN(C)C(=O)Nc2ccc3c(c2)OCO3)Oc2ccc(NC(=O)Nc3cccc4ccccc34)cc2CC1=O
  0.6, /
O=C(N[C@@H]1CC[C@H](CCNC(=O)C2CCC2)O[C@H]1CO)c1ccncc1
  0.5, 5.4
O=C(CSC1CC(=O)N(c2ccc(F)cc2)C1=O)Nc1ccc(Br)cc1 (stereo unspecified)
  -0.1, 4.9
Cc1ccccc1S(=O)(=O)N[C@@H]1CC[C@H](CCn2cc(-c3ccc(F)cc3)nn2)O[C@@H]1CO
  -0.3, -18.9
CO[C@H]1CN(C)C(=O)c2ccc(NC(=O)c3ccc4c(c3)OCO4)cc2OC[C@H](C)N(CC2CC2)C[C@H]1C
  -0.5, -7.8
COc1cccc(C#Cc2ccc3c(c2)O[C@H](CN(C)S(=O)(=O)c2ccccc2F)[C@@H](C)CN([C@H](C)CO)S3(=O)=O)c1
  0.4, /
Cc1noc(C)c1NC(=O)Nc1ccc2c(c1)CC(=O)N([C@H](C)CO)C[C@H](C)[C@H](CN(C)Cc1ccc(C(F)(F)F)cc1)O2
  3.4, -2.0
Cc1ccc(S(=O)(=O)Nc2ccc3c(c2)C(=O)N([C@H](C)CO)C[C@H](C)[C@H](CN(C)Cc2ccc(-c4ccccc4)cc2)O3)cc1
  0.4, /
CO[C@@H]1CN(C)C(=O)c2cc(NC(=O)C3CC3)ccc2OC[C@@H](C)N(C(=O)CN2CCOCC2)C[C@H]1C
  0.1, -4.1
CC(C)CC#Cc1cnc2c(c1)C(=O)N([C@@H](C)CO)C[C@@H](C)[C@@H](CN(C)C(=O)Nc1ccccc1F)O2
  -5.4, /
O=C(C[C@@H]1CC[C@H](NC(=O)Nc2cc(F)ccc2F)[C@@H](CO)O1)Nc1ccccc1
  0.0, -5.1
C[C@@H]1CCCCO[C@H](CN(C)Cc2ccc3c(c2)OCO3)[C@@H](C)CN([C@H](C)CO)C(=O)c2cc(NC(=O)Nc3ccc(C(F)(F)F)cc3)ccc2O1
  2.5, /

Further structures follow.
Value order – IDH1 R132H inh, EZH2 inh
O=C(N[C@H]1CC[C@H](CCn2cc(C3CCCCC3)nn2)O[C@@H]1CO)c1cccnc1
  0.0, 1.6
C[C@@H]1CCCCO[C@@H](CN(C)S(C)(=O)=O)[C@@H](C)CN([C@H](C)CO)C(=O)c2cc(NC(=O)C3CCCCC3)ccc2O1
  /, -0.8
COc1ccc(NC(=O)N[C@H]2CC[C@H](CCn3cc(-c4ccccc4)nn3)O[C@H]2CO)cc1
  0.9, 3.2
C[C@@H]1CN([C@H](C)CO)S(=O)(=O)c2ccc(-c3ccncc3)cc2O[C@H]1CN(C)S(=O)(=O)c1ccccc1F
  -0.6, -4.6
C[C@@H]1CN([C@@H](C)CO)C(=O)c2cc(NC(=O)Nc3ccc(F)cc3)ccc2O[C@@H](C)CCCCO[C@@H]1CN(C)C(=O)NC1CCCCC1
  0.9, /
NNC(=O)Cc1cc(Br)sc1Br
  -0.8, /
C[C@H](CO)N1C[C@H](C)[C@H](CN(C)C(=O)NC2CCCCC2)Oc2ccc(NS(=O)(=O)c3cccs3)cc2CC1=O
  2.0, /
Cc1ccc(S(=O)(=O)N(C)C[C@@H]2Oc3ccc(NC(=O)CCCN(C)C)cc3CC(=O)N([C@@H](C)CO)C[C@H]2C)cc1
  -1.9, -5.9
O=C(COc1ccccc1)Nc1ccc2oc(-c3ccc(Cl)cc3Cl)nc2c1
  0.0, 8.8
Cc1noc(C)c1S(=O)(=O)Nc1ccc2c(c1)C(=O)N([C@@H](C)CO)C[C@@H](C)[C@H](CN(C)C(=O)Cc1ccccc1)OCCCC[C@@H](C)O2
  -0.1, /
O=C(C[C@H]1C[C@H]2c3cc(NC(=O)Nc4ccccc4F)ccc3O[C@H]2[C@@H](CO)O1)NC1CCCC1
  0.1, 15.8
COc1ccc(NC(=O)Nc2ccc3c(c2)CC(=O)N([C@@H](C)CO)C[C@@H](C)[C@@H](CN(C)C(=O)NC(C)C)O3)cc1
  0.9, -18.5
CC(C)NC(=O)N(C)C[C@H]1Oc2ccc(NC(=O)CCCN(C)C)cc2CC(=O)N([C@@H](C)CO)C[C@@H]1C
  1.0, -1.0
C[C@H]1CN([C@@H](C)CO)S(=O)(=O)c2ccc(C3=CCCCC3)cc2O[C@@H]1CN(C)Cc1ccncc1
  6.5, 23.8
COc1ccc(CN(C)C[C@H]2Oc3ccc(NS(=O)(=O)c4ccccc4)cc3CC(=O)N([C@H](C)CO)C[C@H]2C)cc1
  2.6, /

Two entries from above, as a markdown table:
| SMILES | IDH1 R132H inh | EZH2 inh |
| --- | --- | --- |
| C[C@@H]1CN([C@@H](C)CO)C(=O)c2cc(NC(=O)Nc3ccc(F)cc3)ccc2O[C@@H](C)CCCCO[C@@H]1CN(C)C(=O)NC1CCCCC1 | 0.9 | / |
| O=C(C[C@H]1C[C@H]2c3cc(NC(=O)Nc4ccccc4F)ccc3O[C@H]2[C@@H](CO)O1)NC1CCCC1 | 0.1 | 15.8 |

Going on with the list:
Value order – IDH1 R132H inh, EZH2 inh
COc1ccc(S(=O)(=O)N(C)C[C@@H]2Oc3ccc(NS(=O)(=O)c4cccs4)cc3C(=O)N([C@@H](C)CO)C[C@H]2C)cc1
  -1.1, /
C[C@H]1CCCCO[C@H](CN(C)Cc2ccccc2)[C@@H](C)CN([C@@H](C)CO)C(=O)c2cc(NS(=O)(=O)c3ccc(F)cc3)ccc2O1
  0.8, /
C/C=C/c1ccc2c(c1)O[C@H](CN(C)C(=O)c1ccccc1F)[C@@H](C)CN([C@H](C)CO)S2(=O)=O
  -0.2, 2.0
Cc1noc(C)c1NC(=O)N(C)C[C@H]1OCCCC[C@H](C)Oc2ccc(NC(=O)NC(C)C)cc2C(=O)N([C@H](C)CO)C[C@@H]1C
  -0.1, /
CCC(=O)N(C)C[C@@H]1Oc2ncc(-c3ccc(F)cc3)cc2C(=O)N([C@H](C)CO)C[C@@H]1C
  -1.3, 1.7
CNC[C@@H]1Oc2ncc(-c3ccccc3F)cc2C(=O)N([C@@H](C)CO)C[C@@H]1C
  -1.4, -16.3
COc1ccc(NC(=O)N(C)C[C@H]2Oc3ccc(NC(=O)C4CC4)cc3C(=O)N([C@@H](C)CO)C[C@@H]2C)cc1
  -0.2, -1.5
Cc1nnc(SCC(=O)n2c3c(c4ccccc42)CC(C)CC3)s1 (stereo unspecified)
  -0.6, 3.9
CC(C)(C)S(=O)N1Cc2cc(C(=O)NCCCN3CCOCC3)nc(-c3cccc(-c4cccc(F)c4)c3)c2[C@@H]1CCO (stereo partly specified)
  0.4, 6.3
COCC#Cc1cnc2c(c1)C(=O)N([C@H](C)CO)C[C@H](C)[C@H](CN(C)C(=O)Nc1cccc(F)c1)O2
  /, 4.5
Cc1cc(C)c(C(=O)Nc2ccc(S(=O)(=O)Nc3cc(C)nc(C)n3)cc2)c(C)c1
  0.4, 6.1
COc1cccc(S(=O)(=O)N[C@@H]2CC[C@H](CCNC(=O)Cc3ccncc3)O[C@@H]2CO)c1
  -0.1, -11.0
COc1ccc(-c2cnc3c(c2)C(=O)N([C@H](C)CO)C[C@@H](C)[C@H](CN(C)S(C)(=O)=O)O3)cc1
  -9.5, -8.4
CS(=O)(=O)Nc1ccc2c(c1)[C@H]1C[C@H](CC(=O)NCC(F)(F)F)O[C@@H](CO)[C@H]1O2
  0.2, -2.7
CO[C@@H]1CN(C)C(=O)c2cc(NC(=O)Cc3ccccc3)ccc2OC[C@H](C)N(C(C)=O)C[C@H]1C
  -0.1, 0.5

One compound at a time, as listed above:
`COc1ccc(CCNC(=O)c2cc(-c3cccnc3)nc3c(Cl)cccc23)cc1OC` as listed: IDH1 R132H inh: -0.1; EZH2 inh: -25.2
`CO[C@@H]1CN(C)C(=O)c2cc(NC(=O)C3CC3)ccc2OC[C@@H](C)N(C(=O)CN2CCOCC2)C[C@H]1C` as listed: IDH1 R132H inh: 0.1; EZH2 inh: -4.1

Further compounds follow.
Value order – IDH1 R132H inh, EZH2 inh
O=C(N[C@H]1CC[C@H](CCn2cc(-c3ccccc3F)nn2)O[C@@H]1CO)c1ccc2c(c1)OCO2
  -0.2, 3.6
CCC(=O)Nc1ccc2c(c1)C(=O)N(C)C[C@H](OC)[C@@H](C)CN(Cc1ccccc1)[C@@H](C)CO2
  0.2, -0.5
C[C@H](CO)N1C[C@H](C)[C@H](CN(C)C)Oc2ccc(NC(=O)Nc3ccc(C(F)(F)F)cc3)cc2CC1=O
  3.1, 1.4
O=C(NCc1ccco1)c1cc2cc(Br)ccc2oc1=O
  0.1, 0.1
C[C@H]1CN([C@@H](C)CO)C(=O)c2cc(Br)cnc2O[C@H]1CN(C)C(=O)c1ccc2c(c1)OCO2
  /, 13.3
CCS(=O)(=O)N[C@@H]1CC[C@@H](CC(=O)NCC2CC2)O[C@H]1CO
  -0.1, -1.7
Cc1noc(C)c1NC(=O)Nc1cccc2c1O[C@H](CN(C)C(=O)Nc1ccc3c(c1)OCO3)[C@H](C)CN([C@@H](C)CO)C2=O
  1.4, /
C[C@@H]1CN([C@H](C)CO)C(=O)c2cccc(NS(=O)(=O)c3ccc(F)cc3)c2O[C@@H]1CN(C)CC1CC1
  /, -1.5
Cn1c(SCC(=O)NC2CCCCCC2)nnc1-c1ccco1
  -0.5, -0.9
C[C@@H]1CN([C@@H](C)CO)C(=O)Cc2cc(NC(=O)CCN3CCOCC3)ccc2O[C@H]1CN(C)C(=O)NC1CCCCC1
  0.1, -15.2
CO[C@@H]1CN(C)C(=O)c2cc(NC(=O)c3ccccc3F)ccc2OC[C@H](C)N(CC2CC2)C[C@@H]1C
  -0.2, 2.2
C/C=C(\C)C(=O)OC(C)(C)C1Cc2cc3ccc(=O)oc3cc2O1 (stereo unspecified)
  -0.2, -7.2
COc1ccccc1S(=O)(=O)N[C@H]1CC[C@@H](CCNC(=O)C2CCOCC2)O[C@H]1CO
  0.0, -2.9
CC(C)NC(=O)Nc1ccc2c(c1)CC(=O)N([C@@H](C)CO)C[C@H](C)[C@H](CN(C)C)O2
  2.4, -0.6
CSc1ccccc1NC(=O)CN(c1ccc(Cl)cc1)S(C)(=O)=O
  -0.1, 4.8

Going on with the list:
Value order – IDH1 R132H inh, EZH2 inh
C/C=C/c1ccc2c(c1)O[C@H](CN(C)C(=O)c1ccncc1)[C@@H](C)CN([C@H](C)CO)S2(=O)=O
  -0.3, /
CCCC(=O)Nc1ccc2c(c1)OC[C@H](C)N(C(=O)CC1CC1)C[C@@H](C)[C@@H](OC)CN(C)C2=O
  0.1, 0.5
O=C(C[C@H]1C[C@H]2c3cc(NS(=O)(=O)c4ccc(F)cc4)ccc3O[C@H]2[C@@H](CO)O1)N1CCc2ccccc2C1
  0.7, -0.8
C=CCn1c(SCC(N)=O)nnc1-c1ccc(Br)cc1
  0.4, -5.4
COc1ccc(S(=O)(=O)Nc2ccc3c(c2)C(=O)N([C@@H](C)CO)C[C@@H](C)[C@@H](CN(C)CC2CCCCC2)O3)cc1
  -1.7, -12.0
